Screening results (PubChem BioAssay)
GLS inhibitor – glutaminase GLS (human) inhibition; O94925; GLS enzymatic activity, qHTS titration; Potency, µM (series often up to 45.5 µM), without a hit: top-dose activity change, negative = inhibition, actives largely listed as inhibitors; 0.21% of 410,000 active; AID 624170; note: potency is the fitted concentration of half-maximal effect; % is set by controls: 0 for no effect and ±100 for the full control effect
Target sequence (O94925 whole entry, looked up): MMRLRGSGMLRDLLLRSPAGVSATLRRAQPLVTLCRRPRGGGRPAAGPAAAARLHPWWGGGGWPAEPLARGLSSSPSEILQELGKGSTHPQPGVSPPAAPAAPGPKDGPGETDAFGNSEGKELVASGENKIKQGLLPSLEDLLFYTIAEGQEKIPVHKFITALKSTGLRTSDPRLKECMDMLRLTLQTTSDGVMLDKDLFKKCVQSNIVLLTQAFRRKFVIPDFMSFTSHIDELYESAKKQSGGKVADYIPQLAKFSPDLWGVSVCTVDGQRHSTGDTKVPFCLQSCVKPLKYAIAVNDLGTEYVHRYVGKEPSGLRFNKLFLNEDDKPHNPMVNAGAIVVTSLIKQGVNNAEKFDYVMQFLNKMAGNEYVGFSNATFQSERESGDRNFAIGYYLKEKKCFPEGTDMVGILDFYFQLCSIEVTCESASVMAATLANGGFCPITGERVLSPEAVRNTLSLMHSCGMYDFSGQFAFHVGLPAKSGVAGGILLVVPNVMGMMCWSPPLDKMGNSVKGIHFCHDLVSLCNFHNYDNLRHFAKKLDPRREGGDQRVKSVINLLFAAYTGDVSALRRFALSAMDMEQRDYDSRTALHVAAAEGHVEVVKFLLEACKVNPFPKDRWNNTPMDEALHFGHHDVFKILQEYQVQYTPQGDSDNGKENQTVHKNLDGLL
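hKGA; 45 mM KH2PO4 pH 8.2 + 0.02% Tween-20; cpd via pin tool; 1 mM Gln soln; GluOx/HRP/Amplex Red; RT 30 min; fluor. t0 & final.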
TrxR1 inh – rat TrxR1 inhibition; O89049; recombinant rTrxR1, NADPH fluorescence consumption, selenite substrate; Potency, µM (highest dose often 114 µM), inactives show at the highest dose activity change, negative = inhibition, most hits filed as inhibitors; 1% of 390,000 active; AID 588453; note: potency is the fitted concentration of half-maximal effect; % is set by controls: 0 for no effect and ±100 for the full control effect; nearly all actives have a fitted effect of over 65% in size
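Rat TrxR1 (90 nM in the dispensed reagent) was pre-reduced with 400 uM NADPH for 5 min at room temperature, then incubated with compound for 15 min. After 400 uM selenite was added, NADPH fluorescence (Ex 340/Em 450 nm) was followed for 8 min.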
Pin1 inh – blocks the human prolyl isomerase Pin1. Pin1 FP peptide displacement, HiFluor488, 10 min. Potency, µM (series often up to 115 µM), without a hit: top-dose activity, negative = inhibition, usual class: inhibitors. 0.009% of 390,000 active. AID 504891; active = well fitted inhibition curve with a large enough effect in the polarisation, with a control signal flat, not every such curve was filed as active; inconclusive = small, poorly fitted or top-dose-only effect, or effect the other way, or a change in a side signal; inactive = no such curve, though single readings can be large or run the other way; the % refers to the polarisation; note: potency is the fitted concentration of half-maximal effect; % is set by controls: 0 for no effect and ±100 for the full control effect
Target sequence (Q13526 whole entry, looked up): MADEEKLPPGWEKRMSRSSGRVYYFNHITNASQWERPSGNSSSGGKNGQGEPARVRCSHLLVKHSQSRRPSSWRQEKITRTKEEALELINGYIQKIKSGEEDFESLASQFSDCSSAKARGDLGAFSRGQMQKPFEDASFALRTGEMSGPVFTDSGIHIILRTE
USP1 inh – blocks the human USP1/UAF1 deubiquitinase complex. recombinant USP1/UAF1, Ub-Rhodamine cleavage fluorescence. Potency, µM (top dose mostly 57.1 µM), for the others: at the highest dose activity change, negative = inhibition, hits mostly inhibitors. 0.23% of 390,000 active. AID 743255; note: potency is the fitted concentration of half-maximal effect; % is set by controls: 0 for no effect and ±100 for the full control effect; nearly all actives have a fitted effect of over 60% in size; inactives centre near -12
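In this screen, compounds sit with the deubiquitinase complex (1nM) for 15 min at room temperature before Ub-Rho is added at 150nM final. Fluorescence rise is then followed for 6 reads every 60 seconds.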
IDH1 R132H inh – human IDH1 R132H inhibition | O75874 | Potency, µM (top dose mostly 76.6 µM), for inactives: top-dose activity change, negative = inhibition, actives largely listed as inhibitors | 0.093% of 390,000 active | IDH1-R132H enzyme, NADPH consumption, diaphorase/resazurin fluorescence; note: potency is the fitted concentration of half-maximal effect; % is set by controls: 0 for no effect and ±100 for the full control effect; nearly all actives have a fitted effect of over 65% in size
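IDH1-R132H (0.5 ug/mL dispensed) in pH 7.5 Tris buffer was preincubated 30 min with compound, then given a substrate mix of 0.016 mM NADPH and 2 mM alpha-KG for 80 min at room temperature; remaining NADPH was read by diaphorase/resazurin fluorescence.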
TrxR1 substrate – is turned over as a substrate by rat TrxR1. 0.01% of 390,000 active. purified TrxR1 substrate turnover, NADPH consumption readout. Potency, µM (series often up to 114 µM), without a hit: at the highest dose activity change, negative = substrate turnover. O89049; note: potency is the fitted concentration of half-maximal effect; % is set by controls: 0 for no effect and ±100 for the full control effect; nearly all actives have a fitted effect of over 50% in size
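Rat TrxR1, dispensed at 90 nM, was prereduced with 400 uM NADPH (final) for 5 min at ~22 deg C, then incubated with compound 15 min before 400 uM selenite. A first-read NADPH fluorescence drop versus no-compound background flagged substrates.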
HP1b chromo inh – blocks HP1-beta chromodomain binding to methylated histone tails | P83916 | AlphaScreen HP1-beta / biotin-H3K9me3 peptide binding | Potency, µM (doses to about 114 µM), for inactives: at the top dose activity change, negative = inhibition, hits mostly inhibitors | 0.56% of 390,000 active; note: potency is the fitted concentration of half-maximal effect; nearly all actives have a fitted effect of over 70% in size; inactives centre near 23
Target sequence (P83916 whole entry, looked up): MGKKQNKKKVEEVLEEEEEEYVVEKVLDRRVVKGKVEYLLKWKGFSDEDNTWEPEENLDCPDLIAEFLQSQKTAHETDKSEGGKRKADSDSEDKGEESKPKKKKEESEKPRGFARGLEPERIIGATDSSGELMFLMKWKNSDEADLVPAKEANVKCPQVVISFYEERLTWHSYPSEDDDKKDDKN
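HP1-beta protein (50 nM final) preincubated 30 min at room temperature with biotinylated H3(1-18)K9me3 peptide (50 nM) in PBS pH 7.4, 0.01% Tween-20, then compound added for 30 min. AlphaScreen streptavidin donor/nickel chelate acceptor beads (10 ug/mL final), 30 min dark, luminescence read.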
PGK inhibitor – blocks T. brucei phosphoglycerate kinase. Potency, µM (highest dose often 57.5 µM), without a hit: at the highest dose activity change, negative = inhibition, actives largely listed as inhibitors. 0.043% of 380,000 active. PGK/GAPDH coupled, Kinase-Glo luminescence, 60 min; note: potency is the fitted concentration of half-maximal effect; % is set by controls: 0 for no effect and ±100 for the full control effect; nearly all actives have a fitted effect of over 60% in size
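Luminescent ATP detection (Kinase-Glo Plus) follows a 60-minute room-temperature incubation, with wells lacking PGK as controls. Buffer: 100 mM TEA (pH 7.6), 5 mM MgCl2, 0.01% Tween-20. Coupling enzyme GAPDH (100 nM final) supplies unstable 1,3-BPG in-well.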
PI4K2A inh – blocks human PI4K2A kinase activity; Q9BTU6; purified PI4K2A, ADP-Glo luminescence, 1 h; active compounds read low; activity change, negative = inhibition, % at 76.9 µM; 0.13% of 420,000 active; AID 1346378; in the data active = activity change below about -50%; inconclusive = mostly about -30% to -49%;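 note: -100% = wells without enzyme as full effect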
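In this quantitative HTS, ADP production by PI4K2A was quantified luminescently after 1 h at ambient temperature; 100 microM adenosine served as plate-quality control.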
The depositor's hits bear a star; i = inactive; ? = inconclusive; & = joins results of further samples; [ ] = remark or other dose. Unless noted, calls come from the whole dose curve; as a rule, active = well fitted curve in the direction sought with a large enough effect; inconclusive = small, poorly fitted or top-dose-only effect, or another doubt; inactive = no such curve, though single readings can be large; an effect the other way counts as inactive or inconclusive. The list is partial; count on the stated rates, not on these rows.

GLS inhibitor | TrxR1 inh | Pin1 inh | USP1 inh | IDH1 R132H inh | TrxR1 substrate | HP1b chromo inh | PGK inhibitor | PI4K2A inh | Molecule
-5% | 2%[57.1 µM] | -15% | -12% | 4% | -4%[57.1 µM] | 78%[activator] | -8% | 0 | CCOC(=O)c1ccccc1NC(=O)N1CCc2c(sc(C)c2CC)C1c1ccccc1 (centres undefined)
-13% | 5% | -14% | -4% | -1% | 3% | 30% | 6% | 1 | CNC(=S)NNC(=O)c1ccccc1Cl
21% | -5% | 0% | -17% | 2% | -2% | -14% | i | -10 | O=C(COC(=O)CSc1ccc([N+](=O)[O-])cc1)NCCCc1ccccc1
5% | 37%[57.1 µM] | 0% | -9% | 4% | 6%[57.1 µM] | 27%[57 µM] | -1% | -4 | COc1ccccc1NC(=O)CSc1ccc(-c2sc(C)nc2C)nn1
0% | -4% | -4% | -19% | 1% | -4% | 35% | -8% | 6 | Cc1ccc(NC(=O)c2ccc3c(c2)N(CC(=O)N2CCCCC2)C(=O)C(C)(C)O3)cc1
-5% | ? | 1% | -18% | 0% | -11% | 38% | -6% | -3 | Fc1ccc(NC(=S)Nc2cc(Cl)ccc2Cl)cc1
2% | 8% | 2% | -3% | -2% | 8%[57.1 µM] | 10% | 1% | -4 | CCCNC(=O)c1ccc(N2CCC3(CC2)CC(c2cccc(Br)c2)=NO3)c(NC(=O)c2ccc(Cl)c([N+](=O)[O-])c2)c1
2% | -9% | -3% | -3% | 3% | -8% | 15% | -8% | -5 | O=C(c1ccc(Cl)c(S(=O)(=O)N2CCCC2)c1)N1CCOCC1
6% | 14%[57.1 µM] | 0% | -12% | 6% | 14% | -15% | i | -2 | OCCN1CCN(c2nc(-c3ccccc3)c3cc(Cl)ccc3n2)CC1
4% | -2% | 3% | -16% | 2% | -5% | 7% | -7% | -4 | COc1ccc(CNc2ccc(S(N)(=O)=O)cc2)cc1
22% | 16% | 81%[activator] | -20% | 4% | 33% | 30% | ? | -7 | Clc1nc(Oc2ccccc2)nc(-c2cn(-c3ccccc3)c3ccccc23)n1
-5% | 18% | 2% | -12% | -4% | 6% | 34% | -8% | 0 | O=C(Nc1ccc2oc(-c3ccccc3F)nc2c1)c1ccco1
-3% | 3% | -1% | 9% | 4% | -8% | 19% | i | 5 | COc1ccc(-n2ccn(CC(=O)NCCc3ccccc3)c(=O)c2=O)cc1OC
-9% | 10% | -16% | -4% | 2% | 3% | 9% | 0% | 30 | C=CCSc1nc2ccccc2n1C(=O)/C=C/c1ccc(OC)c(OC)c1
0% | 27%[57.1 µM] | -4% | -25% | 5% | 7%[57.1 µM] | 19% | -3% | -6 | CS(=O)(=O)N(CC(=O)Nc1ccc(S(=O)(=O)N2CCOCC2)cc1)c1ccccc1Br
-20% | 21% | 34%[activator] | -17% | 8% | 12%[57.1 µM] | 26% | 4% | -2 | COc1ccccc1C(=O)NNC(=O)c1ccc(Br)cc1
1% | 11% | 8% | -15% | -5% | 5% | 55%[activator] | 8% | 0 | Cc1noc(C)c1COC(=O)c1cc(S(=O)(=O)N2CCOCC2)ccc1F
-12% | 7% | -2% | -16% | -4% | -4% | 19% | i | 1 | COc1ccc(NC(=O)Cn2c(=O)oc3cc(S(=O)(=O)N4CCCC4)ccc32)c(OC)c1
-5% | 8%[57.1 µM] | -3% | 4% | 3% | 6%[57.1 µM] | 11% | i | 0 | CCn1c(C)cc(O)cc1=O
4% | -1%[57.1 µM] | -8% | -26% | 5% | 2%[57.1 µM] | 24% | i | 2 | Cc1ccc(S(=O)(=O)N2CCOC2CNC(=O)C(=O)NCc2cccnc2)cc1 (centres undefined)
-4% | 19%[57.1 µM] | -5% | -21% | -1% | 21% | 32%[activator] | -9% | 2 | O=c1[nH]c2ccccc2[n+]([O-])c1-c1ccccc1
-3% | -1%[57.1 µM] | 1% | -5% | -1% | 1%[57.1 µM] | 81%[activator] | -3% | -4 | O=C(O)CCNC1C=CS(=O)(=O)C1 (centres undefined)
0% | 18% | 1% | -15% | 0% | 1% | 21% | -9% | 1 | CC1CC(C)CN(S(=O)(=O)c2ccc(NC(=O)CCN3C(=O)C4CC=CCC4C3=O)cc2)C1 (centres undefined)
6% | ? | -4% | 4% | -3% | -3% | 24% | -2% | -5 | CCc1ccc(N(CC(=O)NC2CC2)S(=O)(=O)c2ccc(C)cc2)cc1
5% | -9% | -9% | ? | 8% | -5% | 32% | -6% | -1 | O=C(O)CCN1C(=O)S/C(=C\c2cccnc2)C1=O

Not a retest: 2 of the compounds above.
GLS inhibitor | TrxR1 inh | Pin1 inh | USP1 inh | IDH1 R132H inh | TrxR1 substrate | HP1b chromo inh | PGK inhibitor | PI4K2A inh | Molecule
22% | 16% | 81%[activator] | -20% | 4% | 33% | 30% | ? | -7 | Clc1nc(Oc2ccccc2)nc(-c2cn(-c3ccccc3)c3ccccc23)n1
-5% | 18% | 2% | -12% | -4% | 6% | 34% | -8% | 0 | O=C(Nc1ccc2oc(-c3ccccc3F)nc2c1)c1ccco1

Three compounds out of the list above, ordered by the number in PGK inhibitor, rising.
GLS inhibitor | TrxR1 inh | Pin1 inh | USP1 inh | IDH1 R132H inh | TrxR1 substrate | HP1b chromo inh | PGK inhibitor | PI4K2A inh | Molecule
2% | -9% | -3% | -3% | 3% | -8% | 15% | -8% | -5 | O=C(c1ccc(Cl)c(S(=O)(=O)N2CCCC2)c1)N1CCOCC1
5% | 37%[57.1 µM] | 0% | -9% | 4% | 6%[57.1 µM] | 27%[57 µM] | -1% | -4 | COc1ccccc1NC(=O)CSc1ccc(-c2sc(C)nc2C)nn1
-9% | 10% | -16% | -4% | 2% | 3% | 9% | 0% | 30 | C=CCSc1nc2ccccc2n1C(=O)/C=C/c1ccc(OC)c(OC)c1

New compounds follow:
GLS inhibitor | TrxR1 inh | Pin1 inh | USP1 inh | IDH1 R132H inh | TrxR1 substrate | HP1b chromo inh | PGK inhibitor | PI4K2A inh | Molecule
-3% | -3%[57.1 µM] | -4% | -23% | -8% | -10%[57.1 µM] | 11%[57 µM] | -3% | -4 | Cc1ccc(C(=O)Nc2c(C)nc3ccccn3c2=O)cc1
-23% | ? | 7% | -8% | 1% | 7%[57.1 µM] | -7% | -7% | -9 | O=C1C2=C(C(c3ccccc3)=NCCN2)C(c2cccc([N+](=O)[O-])c2)N1c1ccccc1 (centres undefined)
0% | 17%[57.1 µM] | 6% | -21% | -9% | 3%[57.1 µM] | 35% | i | -5 | CCc1ccc(Nc2nc(N3CCOCC3)nc(N3CCOCC3)n2)cc1
-4% | 4%[57.1 µM] | 5% | -18% | -5% | -10% | 22% | -2% | 2 | NNC(=O)c1[nH]c2ccc([N+](=O)[O-])cc2c1-c1ccccc1
-2%&-5% | 12% | -3%&2% | ? | -7%&43% | 6% | 37%&-13% | 9%&-4% | -5&1 | CCOC(=O)C1CCN(S(=O)(=O)c2ccc3c(c2)N(C)C(=O)CC(=O)N3C)CC1
6% | 12%[57.1 µM] | 0% | -15% | 8% | 3%[57.1 µM] | 11% | 0% | 3 | CC(=O)Nc1nc(C)c(Oc2ccc(Cl)cc2)c(=O)[nH]1
8% | -15% | 37%[activator] | -6% | 10% | 9% | 4% | -8% | -1 | CCOC(=O)c1sc2ncnc(NCC(c3cccs3)N(C)C)c2c1C (centres undefined)
2% | -4% | 2% | 7% | -3% | -4% | 30% | 1% | -4 | O=C(CSc1nc(=O)[nH]c2c1CCCC2)Nc1ccc(F)cc1F
-1% | -6% | 6% | -19% | 3% | -8% | 23% | -4% | 3 | CC(C)[C@H](NC(=O)c1ccc(C(C)(C)C)cc1)C(=O)Nc1nnc(C2CC2)s1
66%[activator] | 12%[57.1 µM] | 8% | -24% | -1% | 8%[57.1 µM] | ? | 5% | -1 | Cc1ccc(C(=S)N2CCN(Cc3ccccc3)CC2)s1
-2% | 9% | -9% | -19% | 6% | 0% | 13% | -5% | -4 | O=C(NCc1nnc(SCC(=O)N2CCCC2)o1)c1cccc(C(F)(F)F)c1
-12% | 25% | 6% | -7% | 5% | -1% | 38% | i | 4 | COC(=O)Nc1ccc(S(=O)(=O)Nc2ncccn2)cc1
0% | 10% | -1% | -16% | -1% | 3% | 30% | -9% | 3 | CCC(C)N(C(=O)CSc1ncnc2c1cnn2-c1ccccc1)C1CCS(=O)(=O)C1 (centres undefined)
1% | -3% | -3% | -14% | 1% | -2% | 22% | i | -2 | CC(=O)Nc1c(C(=O)N2CCCCCC2)cnn1-c1ccccc1
-1% | 10% | -2% | -17% | 2% | 3% | 26% | -2% | 0 | CC(=O)c1ccc(Nc2nc(N3CCOCC3)nc(N3CCOCC3)n2)cc1
1% | 40µM* | ? | ? | 31% | -4% | 16% | 3% | -5 | O=C(Cc1ccccc1)Nc1sc2c(c1C(=O)Nc1ccccc1)CCCCC2
20% | -3% | ? | -10% | 1% | -6% | 14% | i | -3 | CCOC(=O)C(=O)Cc1nc2ccccc2s1

Compounds shown so far that have a COOH group (2):
GLS inhibitor | TrxR1 inh | Pin1 inh | USP1 inh | IDH1 R132H inh | TrxR1 substrate | HP1b chromo inh | PGK inhibitor | PI4K2A inh | Molecule
-3% | -1%[57.1 µM] | 1% | -5% | -1% | 1%[57.1 µM] | 81%[activator] | -3% | -4 | O=C(O)CCNC1C=CS(=O)(=O)C1 (centres undefined)
5% | -9% | -9% | ? | 8% | -5% | 32% | -6% | -1 | O=C(O)CCN1C(=O)S/C(=C\c2cccnc2)C1=O
